Assay outcomes as filed in PubChem.
OXTR agonist – human OXTR agonists, primary screen, fluorescence, CHO-OTR cells, Fluo-8 calcium; 320,000 tested, 0.32% active; Fluo-8 calcium fluorescence; normalized: DMSO 0%, oxytocin 100%; activation, % at 3 µM; AID 2435, 2010;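 active means activation above the mean of all tested compounds plus 3 SD, cutoff set per screening run, cut at about 20% in these data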;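 further: peak over basal fluorescence ratio from a 100 s FLIPR kinetic read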
V1aR counter – agonists of human V1a receptor, primary screen, counter-screen for OXTR agonist project, fluorescence, CHO-V1R cells; Vasopressin V1a receptor (Homo sapiens), P37288; Fluo-8 calcium fluorescence, agonist mode; 0% DMSO, 100% 3 nM vasopressin; activation, % at 3 µM; 320,000 tested, 0.25% active; AID 2797, 2010;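 active means activation above the mean activation of all tested compounds plus 3 SD, per screening run, cut at about 20% in these data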;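 further: signal is peak over basal fluorescence ratio across a 100 second FLIPR read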
Target sequence (P37288 whole entry, looked up): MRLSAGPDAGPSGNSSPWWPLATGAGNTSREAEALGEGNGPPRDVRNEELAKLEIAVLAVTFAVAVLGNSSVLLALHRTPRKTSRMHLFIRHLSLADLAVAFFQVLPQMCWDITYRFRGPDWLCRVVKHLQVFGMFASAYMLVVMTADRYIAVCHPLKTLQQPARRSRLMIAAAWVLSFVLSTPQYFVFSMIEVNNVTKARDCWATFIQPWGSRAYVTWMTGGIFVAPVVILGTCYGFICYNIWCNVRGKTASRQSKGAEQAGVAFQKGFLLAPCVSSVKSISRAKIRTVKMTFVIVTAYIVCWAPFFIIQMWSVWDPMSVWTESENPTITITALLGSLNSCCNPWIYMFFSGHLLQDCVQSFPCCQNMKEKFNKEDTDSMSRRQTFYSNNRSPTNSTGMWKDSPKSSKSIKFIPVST
MEKK3 PB1 HTS – modulators of MEKK3-MEK5 PB1 binding, primary screen, biochemical, wildtype MEKK3, multiplex bead flow cytometry, Alexa488-MEK5; AID 1529, 2009; Mitogen-activated protein kinase kinase kinase 3 (Homo sapiens), Q99759; bead-based flow cytometry, Alexa488-MEK5 binding to MEKK3; actives lie on both sides; 0 = blocked by unlabeled MEK5, 100 = vehicle; binding response (% of control), % at 10 µM; 290,000 tested, 1.4% active;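 active means binding response more than 3 SD above or below the average of its plate-row segment, actives on both sides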;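 further: Alexa488 bead fluorescence after subtracting the streptavidin-only scavenger bead signal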
MEKK2 WT-MEK5 – modulators of MEK5 binding to wildtype MEKK2, primary screen, biochemical, multiplex bead flow cytometry, Alexa488-MEK5; binding response (% of control), % at 10 µM; Mitogen-activated protein kinase kinase kinase 2 (Homo sapiens), Q9Y2U5; 290,000 tested, 1.1% active; Alexa488-MEK5 binding to MEKK2 WT; actives lie on both sides; in the data active means binding response below about 67% or above about 130%
MEKK2mut PB1 HTS – MEK5 binding signal on mutant MEKK2 PB1, primary screen, biochemical, multiplex bead flow cytometry, Alexa488-MEK5; Alexa488-MEK5 binding to MEKK2 mutant; percent response, % at 10 µM; 290,000 tested, 0.35% active; in the data active means percent response above about 24%, passing the limit was not always enough; further: inactives centre near 1; some results filed as inactive read as strong as hits; reference of the scale not given here
GalR3 antagonist – GalR3 antagonists in HEK293 cells, primary screen, cell-based, fluorescence readout. Galanin receptor type 3 (Homo sapiens), O60755. HEK293 GalR3-CNG cAMP membrane potential fluorescence; galR3 body fused to GalR1 C-terminus. inhibition, % at 3 µM. 360,000 tested, 0.44% active. AID 651719, 2012;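 active means inhibition above the screen-wide average plus 3 SD, cut at about 13% in these data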;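 further: forskolin and galanin both at EC90 stimulate the cells; cAMP rise reported by CNG channel membrane potential dye signal; 0% = forskolin plus galanin with DMSO and 100% = forskolin alone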
Target sequence (O60755 1-299 limits assumed): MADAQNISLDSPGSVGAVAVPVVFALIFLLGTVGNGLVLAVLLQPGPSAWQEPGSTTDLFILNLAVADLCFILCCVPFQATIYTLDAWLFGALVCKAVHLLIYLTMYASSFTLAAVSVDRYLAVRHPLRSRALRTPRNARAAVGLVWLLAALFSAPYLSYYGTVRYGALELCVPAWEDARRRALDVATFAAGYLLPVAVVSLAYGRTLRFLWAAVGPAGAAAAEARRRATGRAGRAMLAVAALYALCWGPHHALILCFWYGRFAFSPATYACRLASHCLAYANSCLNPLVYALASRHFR
PHOSPHO1 block – PubChem AID 1565; Phosphoethanolamine/phosphocholine phosphatase (Homo sapiens), Q8TCT1; recombinant PHOSPHO1, absorbance phosphatase assay; inhibition, % at 13.3 µM; 290,000 tested, 1.1% active; in the data active means inhibition above about 60%
Target sequence (Q8TCT1 whole entry, looked up): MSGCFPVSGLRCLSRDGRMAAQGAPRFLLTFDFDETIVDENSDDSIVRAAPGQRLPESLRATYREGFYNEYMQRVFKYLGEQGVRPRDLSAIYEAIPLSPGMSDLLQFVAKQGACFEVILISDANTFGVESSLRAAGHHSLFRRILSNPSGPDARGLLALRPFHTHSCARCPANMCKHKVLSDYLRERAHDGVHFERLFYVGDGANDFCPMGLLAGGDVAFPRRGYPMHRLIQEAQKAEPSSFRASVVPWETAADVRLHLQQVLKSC
GPR7 antag – GPR7 receptor antagonists, primary screen, cell-based, fluorescence, single concentration; Neuropeptides B/W receptor type 1 (Homo sapiens), P48145; GPR7-expressing cells, fluorescence antagonist assay; inhibition, % at 4.4 µM; 290,000 tested, 1.1% active; AID 1861, 2009; in the data active means inhibition above about 16%, passing the limit was not always enough;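 further: cells stimulated with the agonist NPW; 0% = agonist with vehicle and 100% = vehicle without agonist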
NALP1 inh – NALP1 inflammasome inhibitors in reconstituted yeast, colorimetric, S. cerevisiae, triplicate retest; S. cerevisiae NALP1/ASC/caspase-1 growth, X-gal OD620, 72 h; inhibition, % at 10 µM; 280,000 tested, 0.61% active; in the data active means inhibition mostly above about 24%, no sharp cut-off; inactive means mostly below about 32%; further: some compounds called inactive have numbers as strong as hits
* = called active by the depositor; · = no result given; & = joins results of further samples; [ ] = dose if it differs, or a comment.

SMILES | OXTR agonist | V1aR counter | MEKK3 PB1 HTS | MEKK2 WT-MEK5 | MEKK2mut PB1 HTS | GalR3 antagonist | PHOSPHO1 block | GPR7 antag | NALP1 inh
O=C(Nc1ccccc1C(=O)O)c1ccc(NC(=O)C2CC2)cc1 | 1.3 | 0.9 | 96.0 | 1.0*[inhibitor] | -1.0 | -1.0 | 4.5 | -18.8 | 5.3
Cc1ccc(O)c(N=Cc2cc(Cc3ccccc3)cc([N+](=O)[O-])c2O)c1 | · | · | 105.0 | 85.0 | -7.0 | 13.4* | 48.4 | -4.6 | 25.3
COc1cc2nc(Nc3cccc(F)c3)nc(N)c2cc1OC | -1.4 | 3.3 | 105.0 | 132.0 | 20.0 | -7.4 | 51.3 | -17.0 | -2.8
O=C(CSc1ncnc2sc3c(c12)CCC3)NCC1CCCO1 (configuration not stated) | -0.9 | 1.6 | 106.0 | 110.0 | 8.0 | 0.8 | 24.0 | 5.2 | 9.1
Nc1nc(-c2sc3nc4c(cc3c2N)CCCC4)nc(N2CCOCC2)n1 | 0.2 | 0.8 | 92.0 | 88.0 | -8.0 | · | -29.3 | -8.9 | -3.6
CCOC(=O)C1=NOC(CN(c2ccccc2)S(=O)(=O)c2ccc(Cl)cc2)C1 (configuration not stated) | -1.7 | -0.7 | 96.0 | 84.0 | -11.0 | -5.3 | 24.5 | 7.7 | 1.7
O=c1oc2ccccc2c(Nc2ccc3ccccc3c2)c1[N+](=O)[O-] | 8.9 | 9.2 | 100.0 | 92.0 | 0.0 | · | 17.3 | 15.0 | 2.0
O=C(COCC(=O)NCc1ccccc1)NCc1ccccc1 | -0.6 | -0.1 | 97.0 | 96.0 | -2.0 | -3.4 | 39.7 | -2.2 | 24.7
CC(=O)Cc1nsc(NC(=O)c2ccccc2Cl)n1 | -0.3 | 1.4 | 93.0 | 91.0 | -3.0 | -6.3 | -16.5 | -7.9 | 7.6
Cc1c(/C(O)=C2\C(=O)C(=O)N(CCCN(C)C)C2c2ccccc2)cnn1-c1ccccc1 (configuration not stated) | · | · | 103.0 | 101.0 | 4.0 | -6.9 | 32.0 | -4.2 | 6.8
COC(=O)/C(=N\OCc1ccc(C#N)cc1)c1c(C)nn(C)c1C | 1.4 | 0.7 | 97.0 | 96.0 | -6.0 | 9.7 | 31.0 | 3.2 | 27.8
Oc1ccccc1/C=N/n1cnnc1 | 1.2 | 0.6 | 112.0 | 110.0 | 15.0 | -1.0 | 9.1 | 6.6 | -4.3
Cc1c(OCC(=O)N2CCC(C(N)=O)CC2)ccc2c3c(c(=O)oc12)CCC3 | 0.0 | 0.8 | 99.0 | 99.0 | 3.0 | 6.5 | 34.3 | -6.0 | 21.7
O=C(O)c1cccc(N/N=C/c2sc(N3CCOCC3)nc2-c2ccccc2)c1 | -1.7 | -1.2 | 102.0 | 97.0 | 0.0 | -6.6 | -32.5 | -7.3 | 10.6
COc1ccc(CNS(=O)(=O)c2ccc(Br)s2)cc1 | -1.7 | -1.4 | 98.0 | 99.0 | 3.0 | -10.6 | 46.6 | 21.8 | 6.4
COc1ccc(CNC(=O)CSc2nnc(C)n2-c2ccc(F)cc2)cc1 | -0.7 | -0.3 | 100.0 | 101.0 | -1.0 | -5.3 | 6.2 | 2.7 | 22.3
CN(C)S(=O)(=O)c1ccc(-c2csc(-c3cccnc3)n2)cc1 | 0.3 | 0.1 | 95.0 | 97.0 | -8.0 | -3.3 | 31.1 | -3.1 | 9.6
Cc1ccc(OCC(=O)N/N=C/c2cn[nH]c2-c2ccc(Cl)c(Cl)c2)cc1 | 5.0 | 0.5 | 102.0 | 101.0 | 0.0 | -4.8 | 15.9 | -8.6 | 5.6
CCCC/C(O)=C1\C(=O)CC(C)(C)CC1=Nc1ccc(N)cc1 | -2.2 | -1.7 | 102.0 | 100.0 | -1.0 | -6.3 | 20.4 | -10.2 | 18.2
Oc1ccccc1CNCCCNCc1ccccc1O | 4.2 | 1.5 | 101.0 | 109.0 | 0.0 | -5.1 | 38.2 | 3.4 | 12.6
CN(C)S(=O)(=O)c1cccc(-c2nnc(-c3ccccc3)o2)c1 | 2.2 | 0.9 | 96.0 | 101.0 | 9.0 | · | 2.4 | 1.4 | -0.7
CC1(C)NC(=O)N(CC(O)COc2ccccc2C(=O)Nc2ccccc2)C1=O (configuration not stated) | -0.3 | 0.5 | 98.0 | 96.0 | -2.0 | -0.1 | 10.9 | -4.1 | 3.8
Cc1ccc(C)c(S(=O)(=O)C(C#N)c2nc3ccccc3nc2N2CC(C)OC(C)C2)c1 (configuration not stated) | 5.3 | 4.5 | 105.0 | 103.0 | 4.0 | -2.9 | -13.6 | -6.4 | 13.4
O=C(Cn1cnc2c(cnn2-c2ccc(Cl)cc2)c1=O)NCCc1ccccc1 | 0.1 | 0.1 | 110.0 | 111.0 | 9.0 | 0.9 | 9.9 | -9.9 | 0.0
O=C(COc1ccc(Br)cc1Br)NC(=S)N1CCCc2ccccc21 | -0.3 | 0.2 | 104.0 | 100.0 | 1.0 | · | 82.7* | 0.6 | 17.8
COC(=O)CN1C(=O)[C@H]2[C@@H](/C=C/c3ccccc3)N3C(=O)CN(Cc4ccccc4)C(=O)[C@@]3(Cc3ccccc3)[C@H]2C1=O | -0.5 | 0.0 | 100.0 | 95.0 | -6.0 | 0.0 | 9.9 | -6.7 | 21.6
CCn1c2ccccc2c2nnc(SCC(=O)Nc3cc(C)on3)nc21 | 0.8 | -0.2 | 99.0 | 93.0 | -9.0 | -3.5 | -5.5 | -13.9 | 34.6
CCCC(=O)NC(C)C(c1cccs1)N1CCN(c2ccccc2)CC1 (configuration not stated) | 0.8 | 0.7 | 104.0&103.0 | 102.0&103.0 | 5.0&5.0 | -6.4 | -7.1 | -9.3 | 15.2
Cc1ccc(C(=O)NCc2ccc(N3CCN(C)CC3)cc2)cc1C | 2.5 | 2.0 | 110.0 | 109.0 | 11.0 | -8.4 | 22.2 | 2.3 | 4.3
Cc1ccc(SCCNC(=O)c2ccc(C)c(S(=O)(=O)Nc3cccc(C)c3)c2)cc1 | -0.5 | 1.2 | 98.0 | 102.0 | -1.0 | -5.8 | 21.5 | -11.7 | 7.6
COc1ccccc1-n1c(SCC(=O)Nc2ccc(F)cc2)nc2c(c1=O)SCC2 | -0.4 | 0.8 | 98.0 | 105.0 | 4.0 | · | -6.2 | 0.1 | -0.4
COC(=O)c1ccc(NC(=O)c2ccc(C)cc2)o1 | 0.4 | 1.0 | 87.0 | 93.0 | -13.0 | 0.9 | 18.3 | -18.0 | 0.9
CCc1ccc(Nc2cnn(C34CC5CC(CC(CC(=O)O)(C5)C3)C4)c(=O)c2Cl)cc1 | 0.2 | 0.9 | 100.0 | 94.0 | -2.0 | -2.8 | 8.9 | -1.4 | 1.1
Cc1cc(C)c(S(=O)(=O)N2CCN=C2c2ccccc2)c(C)c1 | -1.1 | 0.7 | 98.0 | 100.0 | -3.0 | -0.1 | 6.5 | 1.1 | 27.2
CC(=O)N1CCN(c2ccc(NC(=O)c3ccc4c(c3)OCO4)cc2)CC1 | -0.3 | 0.1 | 99.0 | 100.0 | 2.0 | -3.6 | 8.7 | -13.8 | -11.1
Cc1cccc(C(=O)N2CCN=C2SCc2ccc([N+](=O)[O-])cc2)c1 | 5.9 | 3.0 | 90.0 | 90.0 | -4.0 | -3.7 | 44.0 | 7.9 | 3.1
NC(=O)C[n+]1cccc(C(=O)Nc2ccccc2)c1 | 1.2 | -0.4 | 95.0 | 110.0 | 9.0 | -6.9 | -16.4 | -9.8 | 3.0
Cc1cc(C(=O)CSc2nc3ccccc3n2C)c(C)n1C | 0.1 | 0.5 | 97.0 | 97.0 | 0.0 | 4.8 | 27.1 | -18.8 | 6.8
Cc1cccc(C)c1Nc1nnc(SCC(=O)NCc2cccs2)s1 | -1.3 | -0.8 | 95.0 | 95.0 | -2.0 | -2.7 | -5.1 | -2.8 | 27.6
Cc1nc(NC(=O)c2ccccc2)sc1C1(C)CC(c2ccccc2F)=NO1 (configuration not stated) | 1.3 | 1.4 | 96.0 | 94.0 | 5.0 | -7.1 | 29.7 | · | ·
CC(=O)N[C@H]1[C@H](Oc2ccc3c(c2)CCC2C3CC[C@]3(C)C(=O)CCC23)O[C@H](CO)[C@@H](O)[C@@H]1O (some centres not stated) | 0.2 | -0.1 | 105.0 | 108.0 | 5.0 | -10.3 | 46.3 | -3.5 | 18.8
O=P(OC1CCS(=O)(=O)C1)(c1ccccc1)c1ccccc1 (configuration not stated) | -0.7 | -0.4 | 101.0 | 98.0 | 0.0 | 4.6 | 23.9 | 0.8 | 5.7
Cc1cc(C)n(-c2nncn2NC(=O)c2ccc(Cl)cc2O)n1 | -0.4 | 0.1 | 102.0 | 99.0 | 5.0 | 3.6 | -1.6 | -6.5 | 5.6
CC(C)C(=O)N1CCN(c2nc3ccc(Cl)cc3s2)CC1 | 4.4 | 4.7 | 97.0 | 97.0 | -5.0 | 0.3 | 21.8 | 2.8 | 11.7
O=C(CN1C(=O)S/C(=C/C=C/c2ccccc2)C1=O)Nc1ccc(C(=O)O)cc1 | -0.7 | -0.3 | 93.0 | 83.0 | -12.0 | 2.0 | 3.3 | 3.1 | -16.6
COCCNC(=O)CN1C(=O)COc2ccc(S(=O)(=O)N3CC(C)CC(C)C3)cc21 (configuration not stated) | -2.4 | -0.1 | 101.0 | 103.0 | 1.0 | -0.9 | 22.8 | -7.7 | 8.7
CCCc1cc(=O)oc2cc(C)cc(OCC(=O)NC3CCN(Cc4ccccc4)CC3)c12 | -0.1 | 1.0 | 94.0 | 106.0 | 0.0 | -6.8 | 22.4 | -6.7 | 19.1
COc1ccc(OCCC(=O)OCC(=O)NC2CCCCCCC2)cc1 | -2.5 | -0.6 | 96.0 | 95.0 | -2.0 | 1.8 | 27.8 | -4.0 | 6.1
Cc1cccc(C(=O)O/N=C/c2c(Cl)n(C)c3ccccc23)c1 | -0.7 | 1.0 | 102.0 | 104.0 | 3.0 | -1.1 | -6.1 | -2.4 | 32.6

Sorted by value in NALP1 inh (descending): 3 from the list above.
compound,MEKK3 PB1 HTS,MEKK2 WT-MEK5,MEKK2mut PB1 HTS,GalR3 antagonist,PHOSPHO1 block,GPR7 antag,NALP1 inh
CCn1c2ccccc2c2nnc(SCC(=O)Nc3cc(C)on3)nc21,99.0,93.0,-9.0,-3.5,-5.5,-13.9,34.6
Nc1nc(-c2sc3nc4c(cc3c2N)CCCC4)nc(N2CCOCC2)n1,92.0,88.0,-8.0,·,-29.3,-8.9,-3.6
Oc1ccccc1/C=N/n1cnnc1,112.0,110.0,15.0,-1.0,9.1,6.6,-4.3
